Source: PubChem BioAssay (several laboratories)
NPY-Y1 antag – NPY-Y1 (human) receptor antagonism; P25929; actives 1% (n = 200,000); inhibition, % at 3.6 µM; AID 1040; HEK293-CNG Y1 cells, membrane potential fluorescence; NPY at EC95, then isoproterenol;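 active = inhibition above the campaign mean inhibition of all tested compounds plus 3 SD, cut at about 20% in these data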;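 also: 0% = DMSO wells given NPY plus isoproterenol and 100% = isoproterenol alone without NPY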
Target sequence (P25929 whole entry, looked up): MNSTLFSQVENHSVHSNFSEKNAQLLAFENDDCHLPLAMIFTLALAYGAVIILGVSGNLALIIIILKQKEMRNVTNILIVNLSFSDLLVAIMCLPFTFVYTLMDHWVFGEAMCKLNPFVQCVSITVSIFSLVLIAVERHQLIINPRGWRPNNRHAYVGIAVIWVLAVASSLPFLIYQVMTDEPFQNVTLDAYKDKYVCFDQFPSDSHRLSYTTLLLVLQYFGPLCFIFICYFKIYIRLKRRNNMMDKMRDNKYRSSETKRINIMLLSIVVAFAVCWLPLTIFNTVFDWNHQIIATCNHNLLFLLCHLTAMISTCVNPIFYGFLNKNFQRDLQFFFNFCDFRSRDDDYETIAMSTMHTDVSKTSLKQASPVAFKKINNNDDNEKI
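Benchmarks – high control isoproterenol alone, low control NPY with isoproterenol · Material – HEK293 Y1/CNG channel cell line · Times – dye 3 h, compound 60 min room temperature, stimulation 45 min · Probe or stimulus – NPY (25 nM), isoproterenol (1 µM), Ro 20-1724 (25 µM) · Evaluation – % inhibition of NPY effect · Signal – fluorescence, membrane potential probe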
S1P4 antag – human S1P4 receptor antagonism; S1P4-expressing cells, antagonist mode, reporter read-out; actives 0.26% (n = 220,000); AID 1510; inhibition, % at 4.98 µM; in the data active = inhibition above about 29%;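 also: 0% = wells stimulated with agonist and 100% = vehicle wells without agonist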
NPY-Y2 PAM-ag – potentiators or agonists of human neuropeptide Y receptor Y2. activation, % at 3.6 µM. actives 0.45% (n = 220,000). cells expressing NPY-Y2, potentiator/agonist read-out; in the data active = activation above about 27%;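 also: cells stimulated with NPY near EC25 plus isoproterenol at EC100; 0% = vehicle plus submaximal agonist and 100% = vehicle plus saturating agonist; some results beyond the cut were filed as inactive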
NPY-Y1 PAM-ag – potentiators or agonists of human neuropeptide Y receptor Y1; NPY-Y1 expressing cells, potentiator/agonist activation; activation, % at 3.6 µM; actives 0.37% (n = 220,000); in the data active = activation above about 33%, passing the limit was not always enough;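 also: cells stimulated with NPY at EC10 then isoproterenol at EC100; 0% = low agonist plus stimulus and 100% = saturating agonist plus stimulus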
BaF3 parental – parental Ba/F3 viability inhibition as JAK2V617F counter-screen | actives 1.1% (n = 220,000) | CellTiter-Glo ATP luminescence | inhibition, % at 5.6 µM;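 active = inhibition above a per-campaign cutoff, the mean inhibition of all tested compounds plus 3 SD, cut at about 27% in these data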;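 also: 0% = DMSO wells and 100% = JAK Inhibitor I control wells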
CHOP inh – blocks CHOP induction under ER stress; inhibition, % at 10 µM; AID 2732; CHO-K1 CHOP-promoter luciferase, tunicamycin-induced, 15-18 h; actives 3.8% (n = 220,000);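 active = compounds that reduced the stress-induced luciferase reporter signal by more than about 70% of percent inhibition, limit read from the data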;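 also: 0% = tunicamycin plus vehicle and 100% = wells without tunicamycin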
Ba/F3 V617F tox – loss of viability in JAK2V617F-driven Ba/F3 cells; AID 1446; actives 1.1% (n = 220,000); inhibition, % at 5.6 µM; Ba/F3 EpoR-JAK2V617F viability, ATP luminescence;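 active = inhibition above the campaign mean plus 3 SD over all tested compounds, cut at about 24% in these data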;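 also: cytokine-independent growth of Ba/F3 cells driven by EpoR plus mutant JAK2; 0% = DMSO-treated cells and 100% = JAK inhibitor I control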
S1P4 ag – agonists of human S1P4 receptor | O95977 | S1P4-expressing cell line, agonist reporter assay | activation, % at 4.98 µM | actives 0.35% (n = 220,000) | AID 1509; in the data active = activation above about 11%;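 also: 0% = DMSO vehicle and 100% = reference agonist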
p47phox inh – inhibitors of human p47phox binding; P14598; p47phox/p22phox peptide binding, fluorescence polarization, 2 h; inhibition, % at 24.7 µM; actives 0.53% (n = 220,000); AID 1274;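 active = inhibition above about 30%, limit read from the data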;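 also: 0% = p47phox with labelled peptide and 100% = labelled peptide alone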
Target sequence (P14598 whole entry, looked up): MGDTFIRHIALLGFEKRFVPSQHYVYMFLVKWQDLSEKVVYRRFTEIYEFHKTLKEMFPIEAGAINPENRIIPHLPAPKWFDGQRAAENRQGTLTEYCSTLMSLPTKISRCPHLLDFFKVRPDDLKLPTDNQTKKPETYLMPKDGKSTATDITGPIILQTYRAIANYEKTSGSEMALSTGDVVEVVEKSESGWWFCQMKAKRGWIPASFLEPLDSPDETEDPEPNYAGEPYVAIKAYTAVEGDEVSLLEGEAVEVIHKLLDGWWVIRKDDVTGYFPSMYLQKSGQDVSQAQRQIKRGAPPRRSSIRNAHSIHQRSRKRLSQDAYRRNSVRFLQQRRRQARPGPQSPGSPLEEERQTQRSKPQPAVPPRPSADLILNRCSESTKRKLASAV
* marks the source's active call; other numbers are inactive results; · = no result given.

SMILES	NPY-Y1 antag	S1P4 antag	NPY-Y2 PAM-ag	NPY-Y1 PAM-ag	BaF3 parental	CHOP inh	Ba/F3 V617F tox	S1P4 ag	p47phox inh
CCOC(=O)c1c(/N=C/N(C)C)sc(C(=O)OC)c1C	4.2	-10.1	-5.2	3.5	-0.8	13.4	-1.7	0.6	-14.4
Cc1ccc(NC2=NCC(=O)N2CCc2ccccc2)cc1C	-0.3	-20.4	-4.6	14.4	3.6	37.0	2.5	0.8	-4.4
CCC1S/C(=C(\C#N)C(N)=O)N(c2ccc(F)cc2)C1=O (stereo not given)	2.1	-10.2	14.2	12.7	5.5	20.3	-2.3	0.3	-9.7
CC1(NC(=S)N(CCO)CCO)CCS(=O)(=O)C1 (stereo not given)	3.2	-18.6	-0.9	1.9	1.1	16.2	-2.5	4.6	0.4
CCCCn1c(-c2csc3ccccc23)n[nH]c1=S	-3.9	7.5	0.0	-4.0	5.6	-6.8	-1.6	-0.6	-4.9
CC(=O)C1=C(C)NC(SCC(N)=O)=C(C#N)C1c1cccs1 (stereo not given)	1.8	0.8	-0.2	-13.7	3.5	-7.8	-1.6	-1.4	23.8
COc1ccc(N(C(C)=O)S(=O)(=O)c2cc(OC)ccc2OC)cc1	-3.9	-14.1	-7.6	13.6	3.8	14.1	-3.4	1.2	-9.6
COc1ccnc(Nc2ccc(C)c(C)c2)c1C#N	2.3	-14.0	6.7	2.1	0.7	-4.2	-4.2	-2.5	-0.9
COc1ccccc1N(C)S(=O)(=O)c1ccc(C(=O)OCC(=O)c2c[nH]c3ccccc23)cc1	-10.7	-6.1	0.7	10.6	3.4	41.3	2.0	-0.8	-53.3
Cc1onc(C(=O)NN)c1-c1csc(COc2ccccc2)n1	·	-12.4	-29.8	-1.5	0.9	4.7	4.0	4.0	4.1
CC(C)c1onc(C(=O)N2CCN(c3ccccc3)CC2)c1[N+](=O)[O-]	·	6.1	10.5	-11.9	-0.2	0.8	-3.4	0.3	9.4
N/C(=N\OC(=O)COc1cc(Cl)c(Cl)cc1Cl)c1ccccn1	8.9	7.4	-0.8	4.9	1.9	-10.5	-1.5	1.7	6.9
Cc1cc(C)c2[nH]c(=O)c(CN(Cc3cccs3)C(=S)NCC3CCCO3)cc2c1 (stereo not given)	3.4	-8.0	11.9	17.4	4.3	34.5	-1.4	-0.1	-11.0
Cc1cc(C)c2nc3nc(C)cc(C)c3c(N)c2c1	1.9	-40.0	9.6	-7.4	9.7	17.1	8.9	5.8	35.3*
CN(C(=O)COC(=O)c1cc(S(=O)(=O)N2CCOCC2)c(Cl)cc1Cl)C1CCS(=O)(=O)C1 (stereo not given)	3.4	-2.1	0.0	-2.7	1.6	-14.0	-4.8	-2.1	-3.8
COc1cc2c(cc1OC)C(Nc1ccccc1)=NC(C)(C)C2	13.3	-14.4	1.2	11.1	1.8	34.5	-3.3	0.9	-11.0
[N-]=[N+]=CC(=O)c1ccnc(C(=O)C=[N+]=[N-])c1	-3.0	-10.2	3.4	-1.6	-2.7	9.2	-1.1	-0.4	-25.2
Cc1ccc(-c2n[nH]c3c2C(c2ccccc2)N(c2ccc(C(=O)O)cc2)C3=O)cc1 (stereo not given)	·	-10.1	-14.6	7.5	-1.6	7.9	0.8	0.2	-10.1
C=CCNC(=O)c1ccc([N+](=O)[O-])c(Cl)c1	-0.9	-10.7	-3.3	-7.9	1.9	16.1	-1.9	0.5	-2.9
O=C1N/C(=N\c2ccccn2)SC1Cc1ccccc1Cl (stereo not given)	·	-13.1	-0.8	4.7	1.3	-14.0	2.4	1.3	-5.6
CCOc1ccc(C(=O)OCCN(C)C)cc1	9.2	-2.5	-5.5	-7.0	5.5	17.7	1.8	-3.1	-5.4
CCOC(=O)C1CCCN(C(=O)C2CCC(CNS(=O)(=O)c3ccc(NC(C)=O)cc3)CC2)C1 (stereo not given)	2.2	-2.2	-13.8	-10.0	-1.7	12.5	0.4	-0.5	-20.4
CCOC(=O)C1=C(C)N[C@@]2(O)c3ccccc3C(=O)[C@@]12O	-2.1	-26.0	-16.7	8.2	5.1	9.0	1.3	0.4	3.9
C/C=C/C(=O)OCC(=O)Nc1ccccc1Br	2.8	-0.5	-1.2	7.9	3.8	-6.3	-0.2	-2.6	9.7
O=C(O)c1ccc(/C=C/c2nc3sc4c(c3c(=O)[nH]2)CCC4)cc1	3.6	-6.2	-2.1	-19.8	5.3	-1.3	-1.4	0.7	-5.2
CC(=O)c1c(Nc2ccc3c(c2)OCCO3)oc(C)cc1=O	6.4	-29.8	2.6	15.1	6.2	-36.0	-2.0	0.6	3.7
CCOC(=O)N1CCN(C(=O)CC(=O)Nc2ccc3nc4n(c(=O)c3c2)CCCCC4)CC1	-0.5	2.6	6.0	-13.6	4.4	-14.8	0.2	-1.6	-11.2
COc1ccc(Sc2nc(-c3ccccc3)ncc2OC)cc1	3.6	0.7	-4.9	-12.2	9.7	27.8	6.8	1.2	-2.8
O=C(NCc1ccncc1)c1cnccn1	-1.0	-1.9	9.3	-20.0	2.8	-28.1	-2.2	-1.5	3.9
C[N+](C)(C)CCOP(=O)([O-])OC[C@H](O)CO	0.2	-9.9	8.8	12.8	10.0	2.3	1.7	0.1	-8.1

Some of the entries above in another layout.
Value order – NPY-Y1 antag	S1P4 antag	NPY-Y2 PAM-ag	NPY-Y1 PAM-ag	BaF3 parental	CHOP inh	Ba/F3 V617F tox	S1P4 ag	p47phox inh
CCOC(=O)C1=C(C)N[C@@]2(O)c3ccccc3C(=O)[C@@]12O
  -2.1	-26.0	-16.7	8.2	5.1	9.0	1.3	0.4	3.9
C/C=C/C(=O)OCC(=O)Nc1ccccc1Br
  2.8	-0.5	-1.2	7.9	3.8	-6.3	-0.2	-2.6	9.7
O=C(O)c1ccc(/C=C/c2nc3sc4c(c3c(=O)[nH]2)CCC4)cc1
  3.6	-6.2	-2.1	-19.8	5.3	-1.3	-1.4	0.7	-5.2

Next part:
SMILES	NPY-Y1 antag	S1P4 antag	NPY-Y2 PAM-ag	NPY-Y1 PAM-ag	BaF3 parental	CHOP inh	Ba/F3 V617F tox	S1P4 ag	p47phox inh
CCOc1ccc(CNc2ccc3c(c2)ncn3C)cc1	-5.6	-6.1	-7.8	-8.6	6.6	3.0	-1.8	-2.0	-5.9
COc1ccc(C)cc1NC(=O)CN(c1ccc(F)cc1)S(C)(=O)=O	4.3	-5.6	-4.2	10.3	5.3	13.1	0.2	1.0	-4.4
CC(=O)CC1(O)C(=O)Nc2ccccc21 (stereo not given)	·	-14.7	0.3	24.4	-2.3	5.1	-0.4	0.8	9.9
CC(C)CCNC(=O)COc1ccc2c3c(c(=O)oc2c1)CCC3	0.9	2.1	11.7	6.7	-0.8	28.9	-2.9	1.4	-7.3
Cc1cccc(C)c1NC(=O)C1CCCN(CCCc2ccccc2)C1 (stereo not given)	2.2	4.3	-9.7	-6.5	3.3	3.5	1.7	-0.4	-13.1
COc1ccc(NC(=S)NCc2cccnc2)cc1	0.3	7.2	-0.6	-8.6	1.3	28.9	-2.7	0.5	-5.5
Cc1cc(C)cc(NC(=O)Cn2ncn3c(cc4ccccc43)c2=O)c1	-3.5	2.5	9.5	10.4	-1.0	-15.2	-8.4	-2.6	-3.4
OC(COc1ccccc1)CN1CCCC1 (stereo not given)	2.5	2.8	-1.4	-10.0	1.0	-4.1	-2.2	-0.6	-8.0
CC(=O)c1cn(CC(=O)NCc2ccco2)c2ccccc12	-0.8	-12.0	5.5	-13.0	2.2	9.6	-1.6	-0.7	-6.0
O=c1[nH]c(=O)c2nnc(N/N=C\c3ccc(O)cc3)nc2[nH]1	7.8	-25.0	1.3	-14.7	2.4	1.6	1.4	0.5	20.9
COC(=O)c1cccc(CSc2nnc(C)s2)c1	8.0	11.6	12.4	8.3	0.4	-12.4	-2.7	-3.1	-11.8
CCOC(=O)c1oc2ccc(CNC(C)(C)C)c(Cl)c2c1C	3.0	-14.3	-5.5	-5.5	6.0	-7.4	4.3	0.4	1.4
CC([NH2+][O-])C(C)(C)NO (stereo not given)	-1.2	-5.2	-6.3	-5.5	1.7	23.7	-0.5	0.2	-7.2
Cc1ccc(S(=O)(=O)N(C)C)cc1NC(=S)NCCCn1ccnc1	-5.2	-13.0	-1.0	0.0	-3.8	9.8	-2.5	1.6	-11.0
O=C(NCC1CCCO1)C1C2C=CC3(CN(Cc4cccs4)C(=O)C13)O2 (stereo not given)	-3.9	-10.6	-6.1	-4.0	-0.7	17.4	2.0	4.5	-3.7
O=C(c1ccccc1)c1ccc(COC(=O)c2cnccn2)cc1	1.1	-5.7	17.2	15.6	2.0	6.7	-0.3	-1.3	1.4
COCCNC(=S)N(Cc1cccnc1)Cc1ccc(OC)c(OC)c1	-2.3	-18.6	-0.3	10.4	3.4	-26.8	-0.9	-1.4	1.9
COc1ccc(C(OCC2CO2)c2ccc(OC)cc2)cc1 (stereo not given)	-2.6	-5.4	3.9	-23.9	7.0	-11.3	4.5	2.0	-4.6
O=C(CSc1nnnn1C1CCCCC1)NCc1ccccc1	3.5	-13.4	0.0	4.8	-2.7	24.4	-3.9	0.5	-18.9
CN(C)/C=c1\sc2c(C#N)cc(C(=O)c3ccc(Br)cc3)n2c1=O	-1.4	-2.4	18.8	10.0	1.4	13.0	-4.5	-1.0	-60.6
CC(C)CC(=O)N/C(N)=N/c1nc2ccccc2o1	·	-7.5	-3.0	1.0	-1.6	-30.3	1.7	-1.3	-6.7
CCCC(=O)Nc1ccc(S(=O)(=O)N2CCCC2)cc1	4.1	-1.2	-5.0	-24.9	5.6	20.6	1.6	-0.7	-3.0
COc1ccccc1N(C(=O)c1snc(C(N)=O)c1N)C(C(=O)NC1CCCC1)c1ccco1 (stereo not given)	26.7*	-15.4	-16.3	-24.0	4.8	·	2.7	0.7	·
CCN(CC(=O)NC(=O)NC1CCCCC1)Cc1nc2ccccc2c(=O)[nH]1	-0.2	-0.5	9.9	-10.7	4.9	21.9	-1.2	2.2	-9.9
Cc1ccccc1C(=O)NNC(=O)C12CC3CC(CC(C3)C1)C2	0.6	-14.4	-3.4	10.5	-5.6	9.2	-2.9	-1.2	-37.2
Cc1ccccc1NC(=O)Nc1cc(-c2ccccc2)nn1C	·	-4.1	-6.6	-12.3	-3.5	14.1	2.3	0.0	1.9
CC(C)(C)c1ccc(C(=O)NNC(=O)c2ccccc2Br)cc1	-3.2	-5.5	0.9	-2.5	2.4	-104.4	-1.6	-1.5	2.9
Cn1ccnc1SCC(=O)Nc1nc2ccccc2s1	3.1	-6.3	-6.2	3.8	2.6	-4.9	-3.2	-2.4	-2.1
Cc1ccc(-c2nnn(CC(=O)N(Cc3ccco3)C(C(=O)NC(C)(C)C)c3cccs3)n2)o1 (stereo not given)	9.7	0.3	-14.5	-16.1	5.6	12.0	0.3	0.8	-30.0

Looked up by compound from above (3):
SMILES	NPY-Y1 antag	S1P4 antag	NPY-Y2 PAM-ag	NPY-Y1 PAM-ag	BaF3 parental	CHOP inh	Ba/F3 V617F tox	S1P4 ag	p47phox inh
CCN(CC(=O)NC(=O)NC1CCCCC1)Cc1nc2ccccc2c(=O)[nH]1	-0.2	-0.5	9.9	-10.7	4.9	21.9	-1.2	2.2	-9.9
CC(C)(C)c1ccc(C(=O)NNC(=O)c2ccccc2Br)cc1	-3.2	-5.5	0.9	-2.5	2.4	-104.4	-1.6	-1.5	2.9
Cn1ccnc1SCC(=O)Nc1nc2ccccc2s1	3.1	-6.3	-6.2	3.8	2.6	-4.9	-3.2	-2.4	-2.1
